Bioassay records: PubChem, National Center for Advancing Translational Sciences (NCATS)
EPAC2 antagonist – qHTS for Antagonist of cAMP-regulated guanine nucleotide exchange factor 2 (EPAC2): primary screen. Rap guanine nucleotide exchange factor 4 (Homo sapiens), Q8WZA2. EPAC2 GEF exchange of Rap1B-BODIPY-GDP, fluorescence. Potency, µM (top dose mostly 114 µM), for inactives: at the top dose activity, negative = inhibition, actives largely listed as inhibitors. actives 0.18% (n = 360,000). AID 720708, 2013; further: potency means the concentration at half of the fitted maximal effect; on the % scale 0 is the no-effect control and ±100 the full control effect; nearly all actives have a fitted effect of over 45% in size; many of its hits are not listed in these tables
EPAC2 agonist – qHTS for Agonist of cAMP-regulated guanine nucleotide exchange factor 4 (EPAC2): primary screen | EPAC2 activation, biochemical qHTS; response scale: 100% = 6.5 mM cAMP response | Potency, µM (top dose mostly 154 µM), inactives show at the top dose activation, actives largely listed as activators | actives 0.079% (n = 360,000); further: potency means the concentration at half of the fitted maximal effect; nearly all actives have a fitted effect of over 50% in size
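qHTS, titration series. 100 nM EPAC2 / 250 nM Rap1B-BODIPY-GDP / 50 uM GDP; RT; ex 480/em 540 nm, 5-min reads to 30 min. Norm. to 6.5 mM cAMP = activation.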
CCT modulator – High-Throughput Screening for Modulators of Cytosolic Chaperonin Activity; purified chaperonin ATPase assay, HTRF ADP detection, 30 min; activity change, % (no concentration beside the values), hits read low; actives 0.3% (n = 360,000); in the data active means activity change below about -30%; further: on the % scale 0 is the no-effect control and ±100 the full control effect
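TRiC (40 or 20 nM final, by batch activity) in 30 mM Tris pH 7.4, 100 mM KCl, 5 mM MgCl2, 1 mM DTT was treated with compound at 76 uM single dose, then 10 uM ATP, 30 min at 37 °C. ADP was read by HTRF Transcreener.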
PTHR1 agonist – qHTS for PTHR1 Agonists: Primary Screen; actives 0.075% (n = 410,000); HEK293 GP2 PTHR1 cells, GloSensor cAMP luminescence, 1 h; Potency, µM (series often up to 115 µM), for inactives: at the highest dose activation, actives largely listed as activators; further: potency means the concentration at half of the fitted maximal effect; nearly all actives have a fitted effect of over 55% in size; some results filed as inactive show a strong effect at the top dose; inactives centre near -15; many of its hits are not listed in these tables
Target sequence (Q03431 whole entry, looked up): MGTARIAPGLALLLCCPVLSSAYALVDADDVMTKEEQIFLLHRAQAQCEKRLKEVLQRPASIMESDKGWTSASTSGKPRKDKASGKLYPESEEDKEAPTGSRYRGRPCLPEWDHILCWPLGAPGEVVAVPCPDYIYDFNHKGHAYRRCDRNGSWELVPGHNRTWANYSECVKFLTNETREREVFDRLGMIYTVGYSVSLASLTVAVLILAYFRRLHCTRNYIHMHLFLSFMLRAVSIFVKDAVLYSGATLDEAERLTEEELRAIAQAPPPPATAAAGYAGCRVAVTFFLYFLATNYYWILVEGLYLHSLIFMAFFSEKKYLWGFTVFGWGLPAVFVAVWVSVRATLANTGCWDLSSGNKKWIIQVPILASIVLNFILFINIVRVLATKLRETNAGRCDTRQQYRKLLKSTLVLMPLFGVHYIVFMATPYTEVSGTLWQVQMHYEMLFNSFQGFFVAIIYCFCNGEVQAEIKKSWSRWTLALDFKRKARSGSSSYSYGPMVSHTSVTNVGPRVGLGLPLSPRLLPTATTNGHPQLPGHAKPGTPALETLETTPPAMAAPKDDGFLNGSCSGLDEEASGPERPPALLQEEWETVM
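HEK-293-derived GP2 cells expressing PTHR1 and a GloSensor cAMP reporter, 3,000/well, plated overnight, given luciferin plus IBMX (each 0.5 mM as added) for 1 h at 37 °C, then compound for 1 h at 37 °C. Luminescence was read after 15 min at room temperature.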
D3 antag – qHTS of D3 Dopamine Receptor Antagonist: qHTS. D(3) dopamine receptor (Homo sapiens), P35462. D3R cells, DiscoveRx beta-arrestin luminescence, antagonist mode; active compounds read low. max response, negative = inhibition, %. actives 2.5% (n = 360,000); in the data active means max response below about -50%; inconclusive means no clear call, values can overlap the other calls; further: on the % scale 0 is the no-effect control and ±100 the full control effect; mostly tested at two doses, the higher about 12 µM
Target sequence (P35462 whole entry, looked up): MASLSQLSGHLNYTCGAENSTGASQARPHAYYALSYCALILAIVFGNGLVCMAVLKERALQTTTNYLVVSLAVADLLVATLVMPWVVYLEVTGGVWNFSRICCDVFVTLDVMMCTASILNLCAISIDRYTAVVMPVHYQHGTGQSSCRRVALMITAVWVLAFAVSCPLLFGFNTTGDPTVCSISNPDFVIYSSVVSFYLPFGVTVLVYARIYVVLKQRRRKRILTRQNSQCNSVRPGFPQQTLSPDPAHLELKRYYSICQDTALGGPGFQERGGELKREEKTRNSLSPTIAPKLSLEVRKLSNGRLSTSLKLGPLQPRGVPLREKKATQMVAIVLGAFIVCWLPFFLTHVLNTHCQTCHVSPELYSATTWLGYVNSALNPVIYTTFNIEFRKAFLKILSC
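Cells plated overnight at 1500 cells/well, then exposed to library compounds with dopamine controls for 90 minutes at 37 degrees C. DiscoveRx reagent added for 30–60 minutes at room temperature; luminescence read, quantitative HTS format.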
pAkt inh – HTS Assay for Inhibitors of Akt Phophorylation: Primary Screen. Neuro2A IGF-stimulated pAkt S473 HTRF, 20 min; active compounds read low. activity change, % for hits at 50 µM. actives 0.32% (n = 360,000). AID 651550, 2012; in the data active means activity change below about -80%; inconclusive means mostly about -51% to -80%; further: on the % scale 0 is the no-effect control and ±100 the full control effect
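Single-point screen (50 µM final compound) in Neuro2A cells stimulated 20 min with 6 nM IGF at 37 deg C. After lysis, Ser473-phosphorylated Akt read by HTRF (ex 330 nm, em 615/665 nm) as the 665/615 ratio.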
MmCpn inh – Inhibitors of TCP-1 ring complex (TRiC) of Methanococcus maripaludis (MmCpn): qHTS; Chaperonin Mm-Cpn (Methanococcus maripaludis); purified Mm-Cpn ATPase, ADP Transcreener TR-FRET; Potency, µM (highest dose often 76.9 µM), without a hit: top-dose activity, negative = inhibition, actives largely listed as inhibitors; actives 0.031% (n = 330,000); further: potency means the concentration at half of the fitted maximal effect; on the % scale 0 is the no-effect control and ±100 the full control effect; nearly all actives have a fitted effect of over 80% in size
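Inhibition of chaperonin ATP hydrolysis is measured as reduced ADP production, detected by competitive TR-FRET in which signal falls with ADP. Final enzyme 25 nM and ATP 10 uM, reacted 30 min at 37°C.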
DRD3 agonist – qHTS of D3 Dopamine Receptor Agonist: qHTS; D3R DiscoveRx beta-arrestin cells, luminescence, 90 min; D(3) dopamine receptor (Homo sapiens), P35462; max activation, %; actives 0.58% (n = 410,000); in the data active means max activation above about 30%; further: 0% is about no effect; mostly tested at two doses, the higher about 12 µM
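Agonist mode: compounds and dopamine controls were applied to plated cells for 90 min at 37 degrees C after an overnight attachment at 1500 cells/well. Luminescent read-out followed 30 - 60 minutes at room temperature with DiscoveRx detection reagent.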
Numbers without * were called inactive; i = inactive; ? = inconclusive; · = no result given; & = joins results of further samples; [ ] = remark or other dose. Unless noted, the call rests on the fitted dose curve; in most records, active means well fitted curve in the direction sought with a large enough effect; inconclusive means small, poorly fitted or top-dose-only effect, or another doubt; inactive means no such curve, though single readings can be large; an effect the other way counts as inactive or inconclusive.

entry	SMILES	EPAC2 antagonist	EPAC2 agonist	CCT modulator	PTHR1 agonist	D3 antag	pAkt inh	MmCpn inh	DRD3 agonist
1	CN(C)c1nc(N2CCN(c3ccc(F)cc3)CC2)c(C#N)c(=O)o1	3%	6%	-2.1	21%	0	i	5%	-10
2	Cn1c(N)c(C(=O)COC(=O)C2CCCN2C(=O)c2cccs2)c(=O)n(C)c1=O (centres undefined)	7%	15%	-0.8	-9%	8	i	0%	2
3	CN(C)S(=O)(=O)c1ccc(C(=O)Nc2nnc(-c3cccs3)o2)cc1	12%[57.1 µM]	3%	0.8	i	-1	i	0%	1
4	Cc1noc(C)c1S(=O)(=O)Nc1ccc2c(c1)C(=O)N([C@H](C)CO)C[C@H](C)[C@@H](CN(C)S(=O)(=O)c1ccc(F)cc1)O2	-1%	2%	-0.6	-25%	18	i	0%	9
5	COC(=O)c1ccc(CN(C(=O)N2CCN(C)CC2)S(=O)(=O)c2ccc(C)cc2)cc1	0%	9%	0.5	i	7	i	0%	-4
6	COc1cccc(C(=O)Nc2ccc(F)c(F)c2F)c1	1%	3%	-0.5	-76%[inhibitor]	-9	i	3%	-3
7	C[C@@H]1CN(c2nc3nonc3nc2N2CCSCC2)C[C@H](C)O1	6%	2%	-0.6	16%	-18	i	-4%	-18
8	CCCc1nnc(SCC(=O)Nc2cccc(C(F)(F)F)c2)o1	-8%	-3%	-2.1	-1%	-17	i	-1%	-4
9	Cc1ccccc1NC(=O)CN1C(=O)N/C(=C\c2ccc(N3CCOCC3)c(F)c2)C1=O	-1%	0%	-6.1	-15%	-7	i	-7%	2
10	O=c1cccc2c1c1cc[nH]c3ccc(=O)n2c31	0%	0%	-0.3	-23%	-1	i	-5%	5
11	N=c1oc2ccccc2cc1C(=O)Nc1ccc(F)cc1	2%	-8%	-0.7	-12%	-27	i	0%	0
12	Cc1nc(SCC(=O)c2ccc(Cl)cc2)c([N+](=O)[O-])[nH]1	-2%	3%	1.3	-26%	-66*	·	?	0
13	Cc1ccc(NC(=O)C(C)Sc2nc(=O)cc(N)n2-c2ccccc2)cc1 (centres undefined)	9%	1%	1.6	-34%[inhibitor]	-2	i	-1%	9&-1
14	CC(C)(Cc1ccccc1)NC(=O)C(=O)c1cn(CC(=O)N2CCOCC2)c2ccccc12	-2%	5%	1.0	-1%	-70*	i	0%	-10
15	O=C(c1ccco1)N1CCN(S(=O)(=O)c2c(Cl)cccc2Cl)CC1	-3%	3%	0.6	-33%[inhibitor]	-5	i	-1%	0
16	CN(C(=O)c1ccccc1C(=O)OCC(=O)NCc1ccccc1)C1CCCCC1	1%	8%	0.7	i	0	i	-4%	-2
17	CCOC(=O)C1=C(C)C(c2ccccc2O)NC(=O)N1 (centres undefined)	6%	2%	-1.1	i	-8	i	-2%	6
18	CC(=O)Nc1ccc(C(=O)/C=C/c2ccc[nH]2)cc1	-1%	25%	-2.1	-13%	-27	i	-4%	-6
19	COc1ccc(N(CC(=O)NCCc2ccccc2)C(=O)CCC(=O)Nc2nccs2)c(OC)c1	-1%	9%	-1.1	i	10	i	2%	7
20	COc1ccc(O)c(CN2CCCC(N3CCc4ccccc4C3)C2)c1 (centres undefined)	10%	9%	-0.7	-14%	-30	i	?	-16
21	Cc1ccc(CNC(=O)c2ccc3c(c2)NC(=O)C(N2CCOCC2)S3)cc1 (centres undefined)	-9%	2%	0.6	-27%	-30	i	0%	-8
22	CCOC(=O)CNC(=O)CSc1nnc(CCc2nc3ccccc3[nH]2)n1C	2%	7%	0.5	-8%	0	i	1%	2
23	CC(C)C(NC(=O)C(c1ccccc1)c1ccccc1)c1nc2ccccc2[nH]1 (centres undefined)	2%	-3%	-1.1	i	-4	i	-3%	3
24	CC1(C)N=C(N)NC(=NCCCOc2ccc([N+](=O)[O-])cc2)N1	-8%	7%	0.1	-34%[inhibitor]	9	i	·	-6
25	CC1CC(C)CN(C(=O)COC(=O)CCC(=O)c2cccs2)C1 (centres undefined)	4%	8%	0.1	-16%	4	i	-4%	15
26	OCC1(CCOc2ccccc2)CCN(CCCn2cccn2)CC1	2%	6%	-1.3	i	-18	i	-1%	-22
27	CCOc1ccccc1CN1CCN(S(C)(=O)=O)CC1	5%	-9%	-0.3	i	?	i	1%	-8
28	O=C1OCC/C1=C\OCCCO/C=C1\CCOC1=O	4%	6%	2.0	-16%	-21	i	0%	-6
29	O=C1CCCc2c1nc(-c1ccccc1F)n2O	3%	6%	1.7	i	5	i	-3%	-10
30	COc1ccc(NC(=O)c2cncc(Br)c2)cc1S(=O)(=O)N1CCCCC1	-1%	6%	-1.1	-48%[inhibitor]	-5	i	0%	-6
31	O=C1CCC(=O)N1c1ccccc1OS(=O)(=O)c1ccccc1	11%	-5%	-0.9	-16%	1	i	1%	0
32	CCOc1ccc(NC(=O)CCSc2nnc(C)s2)cc1	11%	-4%	5.4	0%	3	i	-1%	0
33	S=C(Nc1ccc(Br)cc1Cl)Nn1cnnc1	0%	1%	-3.8	-21%	-18	i	1%	-4
34	Cc1ccc(CNC(=O)C(C(=O)NCc2ccc(C)o2)c2ncc(C(F)(F)F)cc2Cl)o1	3%	-11%	1.4	i	0	i	-2%	3
35	O=C1NC[C@H](CCCCN2CCN(CCc3ccc(O)cc3)C(=O)C2=O)N(CCc2ccc(O)cc2)C1=O	5%	10%	0.0	-20%	-28	i	·	-4
36	CCCc1cc(=O)oc2cc(OCC(=O)NCCCn3ccnc3)ccc12	24%	7%	1.5	i	19	i	0%	1
37	Cc1ccccc1OCC(=O)NNC(=O)c1ccc2c(=O)n3c(nc2c1)CCC3	-7%	-9%	-0.4	i	11	i	2%	-9
38	N#CC1=C(N)N(c2ccccc2)C2=C(C(=O)CCC2)C1c1ccsc1 (centres undefined)	-3%	10%	1.7	0%[57.5 µM]	-24	i	-2%	-17
39	CCC(C)NC(=O)C1CCN(c2nc(C)cc(C)n2)CC1 (centres undefined)	17%	5%	2.0	-1%[57.5 µM]	-21	i	1%	22
40	CCOC(=O)CN1CC23C=CC(O2)C(C(=O)NCc2ccccc2OC)C3C1=O (centres undefined)	0%	7%	-0.5	-18%	-26	i	-2%	-4
41	COC(=O)c1ccc2c(=O)n(NC(C)=O)c(=S)[nH]c2c1	10%	6%	-0.6	i	11	i	-3%	-15
42	CCNC(=O)N(CC)C[C@H]1N[C@@](C)(C(=O)OC)[C@H]2C(=O)N(Cc3ccccc3)C(=O)[C@@H]12	15%	4%	0.0	16%	24	i	-13%	24
43	C#CCOCCOCCOCCNc1nc(N2CCN(C(=O)Cn3cc(CCO)nn3)CC2)nc(N2CCN(C(=O)Cn3cc(CCCN=C(N)N)nn3)CC2)n1	10%	10%	0.7	-15%	3	i	·	-1
44	CN(C(=O)COC(=O)C1CSC2(C)CCC(=O)N12)c1ccccc1 (centres undefined)	-5%	9%	-3.7	-17%	-9	i	0%	-15
45	COc1ccccc1N1CCN(C(=O)CSc2nc3ccccc3o2)CC1	1%	7%	0.1	-7%[57.5 µM]	4	i	-8%	24
46	Cc1nc(NC(=O)c2ccc(-c3cc4ccccc4oc3=O)cc2)ccc1Br	-5%	17%	-4.7	i	-8	i	-1%	-1
47	Cc1csc(SCC(=O)c2ccc(S(=O)(=O)N3CCOCC3)cc2)n1	-4%	1%	-0.7	i	?	i	-3%	-6
48	Cc1cc(C)cc(NC(=O)COC(=O)CC2CCCC2)c1	-11%	17%	1.0	i	1	i	-1%	-2
49	CCCNC(=O)Cc1c(O)c2ccccc2[nH]c1=O	9%	6%	2.3	i	0	i	?	-10
50	Cc1cc(NC(=O)CSCC(=O)OCC(=O)c2cccc(Br)c2)no1	-3%	5%	-0.1	-8%	-18	i	-4%	-7

The list continues.
entry	SMILES	EPAC2 antagonist	EPAC2 agonist	CCT modulator	PTHR1 agonist	D3 antag	pAkt inh	MmCpn inh	DRD3 agonist
51	CCc1ccccc1NC(=O)C(Cc1cccc(OC)c1OC)c1nn[nH]n1 (centres undefined)	-3%	13%	-0.9	-1%	-9	i	0%	-10
52	Cc1ccc(N2C(=O)c3ccc(C(=O)N4CCN(c5ccccc5F)CC4)cc3C2=O)cc1	-4%	7%	0.0	-31%[inhibitor]	-16	i	1%	2
53	Cc1nn(C)c(N)c1[N+](=O)[O-]	-8%	-2%	0.2	-41%[inhibitor]	0	i	3%	3
54	COc1ccc(-c2nnc(CSc3nc4ccccc4c(=O)n3C)o2)cc1OC	-6%	16%	-12	i	24	·	1%	2
55	Cc1ccc(S(=O)(=O)NC(=O)Nc2cccc(S(=O)(=O)N(C)C)c2)cc1	-5%	7%	-0.8	i	13	i	-2%	3

Some entries already given, limited to PTHR1 agonist, CCT modulator and EPAC2 agonist.
No.	mol	PTHR1 agonist	CCT modulator	EPAC2 agonist
53	Cc1nn(C)c(N)c1[N+](=O)[O-]	-41%[inhibitor]	0.2	-2%
54	COc1ccc(-c2nnc(CSc3nc4ccccc4c(=O)n3C)o2)cc1OC	i	-12	16%
55	Cc1ccc(S(=O)(=O)NC(=O)Nc2cccc(S(=O)(=O)N(C)C)c2)cc1	i	-0.8	7%

A portion of the library; the hit share may differ from the screen's.
